# NTR1 agonist: NTR1-driven beta-arrestin-GFP spot formation – imaging, U2OS cells, high content, primary screen (AID 493036); 330,000 compounds, 0.17% hits; P30989; activation, % at 20 µM; agonist mode;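 active means activation at or above 40% of the spot to cytoplasm intensity ratio, with at least 20 cells analyzed; inconclusive means wells under 20 cells, flagged as cytotoxic or low count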;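 further: 0% = DMSO without peptide and 100% = 100 nM NTR1 peptide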
# Target sequence (P30989 whole entry, looked up): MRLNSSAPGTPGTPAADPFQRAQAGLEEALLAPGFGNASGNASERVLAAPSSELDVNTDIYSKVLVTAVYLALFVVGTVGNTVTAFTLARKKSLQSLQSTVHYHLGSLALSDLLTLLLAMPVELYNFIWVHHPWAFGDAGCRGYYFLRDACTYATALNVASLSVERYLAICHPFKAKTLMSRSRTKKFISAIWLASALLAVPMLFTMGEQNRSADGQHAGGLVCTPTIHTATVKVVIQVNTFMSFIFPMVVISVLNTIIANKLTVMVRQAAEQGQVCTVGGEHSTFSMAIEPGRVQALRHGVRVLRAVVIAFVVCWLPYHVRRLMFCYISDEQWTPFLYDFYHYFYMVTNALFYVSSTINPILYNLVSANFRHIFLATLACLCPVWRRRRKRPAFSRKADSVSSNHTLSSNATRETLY
# AID2073: inhibitors of Mint1-CaV2.2 protein interaction, biochemical, HTRF (AID 2073); HTRF protein-protein interaction, Mint1-CaV2.2; higher % means a stronger effect; one-dose inhibition, % at 20 µM; IC50 in µM for titrated hits; 290,000 compounds, 0.19% hits; in the data active means inhibition mostly above about 51%, no sharp cut-off; inconclusive means no clear call, values can overlap the other calls; inactive means mostly below about 53%; further: some results filed as inactive read as strong as hits
# SIAH1 antagonists: blockers of Siah-1 interaction with plectin peptide – biochemical, fluorescence polarization, rhodamine-plectin, uHTS, primary screen (AID 1817); Siah-1 / rhodamine-plectin peptide fluorescence polarization; higher % means a stronger effect; 290,000 compounds, 0.02% hits; displacement, % at 20 µM; hits with a dose series show IC50 in µM;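 active means displacement of at least 50% at 20 µM, with a fluorescence ratio check between 0.3 and a set limit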;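 further: plate controls were Siah plus tracer with DMSO for no effect and tracer alone without Siah for full effect; strong numbers were not always called active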
# Dengue-2 NS5 capping: Dengue-2 NS5 methyltransferase inhibitors, primary screen, biochemical, confirmation dose response (AID 588689). Dengue-2 NS5 methyltransferase capping enzyme assay, biochemical; higher % means a stronger effect. inhibition, % at 25 µM, or IC50 in µM where a hit was titrated. 340,000 compounds, 0.3% hits; in the data active means a potency from the dose series; inconclusive means inhibition above about 29% without an active follow-up result
# UTI89 phage lysis: protection from phage-mediated lysis, alamar blue read-out – E. coli UTI89, K1F phage, bacterial capsule biogenesis inhibitors (AID 488966). E. coli UTI89 K1F phage lysis, alamar blue, 2 h; higher % means a stronger effect. one-dose inhibition, % at 100 µM; IC50 in µM for titrated hits. 340,000 compounds, 0.02% hits;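 active means phage lysis inhibition, versus mean bacterial control, above a set limit; inconclusive means no clear call, values can overlap the other calls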;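 further: capsule biogenesis inhibitors block K1F phage lysis so surviving cells raise fluorescence; higher fluorescence means more inhibition of phage lysis; actives were called in the ten point dose series up to 300 µM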
# SV40 large T antigen: TAg ATPase/helicase activity blockers – biochemical (AID 1903); SV40 large T antigen ATPase/helicase inhibition assay; higher % means a stronger effect; inhibition, % at 20 µM, or IC50 in µM where a hit was titrated; 310,000 compounds, 0.39% hits; in the data active means a potency from the dose series; inconclusive means inhibition mostly from about 32% at the one dose, without a potency; inactive means the rest, 99 in 100 with inhibition below about 32%; further: strong numbers were not always called active
# MgcRacGAP inhibition: MgcRacGAP GTPase-activating activity inhibitors, confirmation, biochemical, ADP Hunter fluorescence | AID 624330 | 340,000 compounds, 0.6% hits | inhibition, % at 30 µM, or IC50 in µM where a hit was titrated | MgcRacGAP-stimulated Rac1 GTP hydrolysis, ADP Hunter fluorescence; higher % means a stronger effect; GST-tagged Rac1 F28L mutant substrate;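 active means first-screen hits whose inhibition reached a set limit at any dose in the follow-up dose series; inconclusive means inhibition above the set first-screen limit but never retested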;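 further: fluorescence reports GDP produced by GAP-driven GTP hydrolysis; strong numbers were not always called active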
# West Nile virus CPE: inhibition of WNV-induced cytopathic effect – cell-based, CPE readout (AID 1621); West Nile virus-infected cells, CPE inhibition; higher % means a stronger effect; CPE inhibition, % at 10 µM, or IC50 in µM where a hit was titrated; 290,000 compounds, 0.02% hits; in the data active means a potency from the dose series; inconclusive means CPE inhibition mostly from about 3.7% at the one dose, without a potency; inactive means the rest, 99 in 100 with CPE inhibition below about 2.2%; further: strong numbers were not always called active
# RSV CPE inhibition: inhibition of RSV-induced cytopathic effect – HEp-2 cells, primary 10 µM value included (AID 2391). HEp-2 cells, RSV-induced CPE inhibition; higher % means a stronger effect. CPE inhibition, % at 10 µM; hits with a dose series show IC50 in µM. 310,000 compounds, 0.13% hits; in the data active means a potency from the dose series; inconclusive means CPE inhibition mostly from about 23% at the one dose, without a potency; inactive means the rest, 99 in 100 with CPE inhibition below about 21%; further: strong numbers were not always called active
# NTR1 agonist cell count 20 µM: recorded beside NTR1 agonist, whose call it bears; cell count; measured here: cell count, cytotoxicity flag
# * marks the source's active call; other numbers are inactive results; ? = inconclusive; · = no result given; [ ] = dose if it differs, or a comment. This is a random part of the collection. Share with any hit: about 1.6%.
(1) CCOC(=O)C1CCN(c2c(NCCCN(CC)Cc3ccccc3)c(=O)c2=O)CC1
(2) COCc1nnc(NC(=O)c2ccco2)s1
(3) CSCC[C@H](NS(=O)(=O)c1ccc(C)cc1)C(=O)N1CCC(C(=O)N[C@H](C(=O)O)c2ccccc2)CC1
(4) O=C(Cc1ccccc1)N/N=C/C=C/c1cccc([N+](=O)[O-])c1
(5) CCNC(=O)CC1C(=O)N(CC)C(=S)N1NC(=O)c1ccccc1 (stereo not drawn)
(6) CCCCc1ccc(/C=C2\C(=O)ON=C2c2ccccc2)s1
(7) Cc1nn(-c2ccccc2)c2sc(C(=O)OCN3C(=O)c4ccccc4C3=O)cc12
(8) COc1ccc(/C=N/OCC(=O)N=Nc2c(O)[nH]c3ccc(Br)cc23)cc1
(9) O=C(NCCN1CCOCC1)c1cccc(S(=O)(=O)N2CCCC2)c1
(10) COc1cc(CC(NC(C)=O)C(=O)NC2CCN(c3c(Cc4ccccc4)c(C)nc4ncnn34)CC2)cc(OC)c1 (stereo not drawn)
assay / compound | 1 | 2 | 3 | 4 | 5 | 6 | 7 | 8 | 9 | 10
NTR1 agonist | 2.4 | -2.2 | 1.2 | 2.9 | -1.6 | 0.5 | 3.7 | 15 | 0.1 | 2.8
NTR1 agonist cell count 20 µM | 51 | 91 | 87 | 84 | 43 | 74 | 55 | 53 | 55 | 41
AID2073 | 9% | -3% | 2% | 1% | -12% | 1% | 2% | 3% | 6% | 1%
SIAH1 antagonists | 0% | 7% | -3% | -2% | 0% | 10% | 0% | 5% | 3% | 4%
Dengue-2 NS5 capping | -6% | 2% | -5% | -4% | · | -7% | · | 4% | -2% | 4%
UTI89 phage lysis | 4.2% | 11% | 0.2% | 0.4% | · | 0.1% | · | -0.1% | 1.6%[50 µM] | 0.7%[50 µM]
SV40 large T antigen | 3% | -2% | 8% | 1% | 5% | 10% | · | 4% | 8% | 7%
MgcRacGAP inhibition | 6% | 4% | -2% | 5% | · | 2% | · | 3% | 8% | 5%
West Nile virus CPE | 0.5% | 0.6% | -0.6% | -0.1% | -0.1% | 0.3% | 0.3% | 0.8% | -0.4% | 1.0%
RSV CPE inhibition | 0.1% | 1.4% | 2.4% | 0.6% | 0.9% | 0.3% | 4.1% | 21% | 0.3% | 5.0%

(11) CCn1c2c(c(=N)c3c1CCC3)CCCC2
(12) c1ccc(Oc2nc(-c3cccnc3)nc3ccccc23)cc1
(13) Cc1cc(C)c(NC(=O)c2cccc3c2C(=O)N(C2CCCCC2)C3)c(C)c1
(14) COc1ccccc1CNC(=O)C1CCCN(S(C)(=O)=O)C1 (stereo not drawn)
(15) CCCS(=O)(=O)c1c(S(=O)(=O)CCC)c2c(N)cccn2c1C(=O)c1ccc(F)cc1
(16) O=C(COC(=O)c1ccccn1)NCc1ccccc1Cl
(17) Cc1c(NC(=S)NC(=O)CCc2ccccc2)c(=O)n(-c2ccccc2)n1C
(18) COc1ccc(-c2cn3c(C)c(C(=O)N4CCc5ccccc5C4)sc3n2)cc1
(19) CCOC(=O)C1=C(COC(=O)C(C)(C)Oc2ccc(Cl)cc2)NC(=O)NC1C (stereo not drawn)
(20) CC(C)c1ccc(CSc2ccc(S(=O)(=O)N3CCOCC3)cn2)cc1
(21) O=C(NC(=S)NNC(=O)c1ccccc1F)c1cccnc1
(22) O=C(CCN1CCc2ccccc2C1)Nc1ccc(F)c(F)c1
(23) Cc1ccc(NC2CCCN(C(=O)CCC(=O)c3ccccc3)C2)cc1C (stereo not drawn)
assay / compound | 11 | 12 | 13 | 14 | 15 | 16 | 17 | 18 | 19 | 20 | 21 | 22 | 23
NTR1 agonist | 1.2 | 6.8 | 14 | -1.3 | 0.7 | 1.5 | -0.5 | 4.6 | -1.0 | 5.7 | -0.8 | 1.7 | -0.7
NTR1 agonist cell count 20 µM | 54 | 69 | 56 | 55 | 48 | 24 | 26 | 56 | 85 | 79 | 59 | 63 | 49
AID2073 | 13% | -7% | 1% | -5% | 24% | -3% | -1% | -2% | · | · | 10% | 6% | -18%
SIAH1 antagonists | -1% | 13% | 1% | 1% | 3% | -4% | 0% | 0% | · | · | -1% | -6% | -6%
Dengue-2 NS5 capping | · | -5% | -2% | -7% | -6% | -2% | 3% | -1% | -3% | -2% | · | 0% | -6%
UTI89 phage lysis | · | 1.1% | 0.3% | 0.1% | 5.4% | 1.0%[50 µM] | -0.2% | 0.6% | -0.3%[50 µM] | 0.6%[50 µM] | · | 0.0% | -0.2%
SV40 large T antigen | 11% | 9% | 20% | -1% | 6% | -1% | 9% | 1% | · | · | 22% | 5% | ·
MgcRacGAP inhibition | · | 7% | 11% | 7% | 9% | 7% | -13% | 3% | 3% | 4% | · | 12% | 24%
West Nile virus CPE | ? | 0.2% | 0.7% | 0.3% | -0.2% | 0.1% | 1.3% | -1.1% | · | · | 0.4% | -0.1% | 0.0%
RSV CPE inhibition | · | 2.1% | 13% | 0.5% | 3.5% | 1.0% | -0.9% | 1.1% | 1.8% | 1.4% | 0.5% | -0.2% | ·

# Rewritten with values under each structure: 13 of the compounds above.
# Every second line gives: NTR1 agonist	NTR1 agonist cell count 20 µM	AID2073	SIAH1 antagonists	Dengue-2 NS5 capping	UTI89 phage lysis	SV40 large T antigen	MgcRacGAP inhibition	West Nile virus CPE	RSV CPE inhibition
8	COc1ccc(/C=N/OCC(=O)N=Nc2c(O)[nH]c3ccc(Br)cc23)cc1
→ 15	53	3%	5%	4%	-0.1%	4%	3%	0.8%	21%
9	O=C(NCCN1CCOCC1)c1cccc(S(=O)(=O)N2CCCC2)c1
→ 0.1	55	6%	3%	-2%	1.6%[50 µM]	8%	8%	-0.4%	0.3%
10	COc1cc(CC(NC(C)=O)C(=O)NC2CCN(c3c(Cc4ccccc4)c(C)nc4ncnn34)CC2)cc(OC)c1 (stereo not drawn)
→ 2.8	41	1%	4%	4%	0.7%[50 µM]	7%	5%	1.0%	5.0%
11	CCn1c2c(c(=N)c3c1CCC3)CCCC2
→ 1.2	54	13%	-1%	·	·	11%	·	?	·
12	c1ccc(Oc2nc(-c3cccnc3)nc3ccccc23)cc1
→ 6.8	69	-7%	13%	-5%	1.1%	9%	7%	0.2%	2.1%
13	Cc1cc(C)c(NC(=O)c2cccc3c2C(=O)N(C2CCCCC2)C3)c(C)c1
→ 14	56	1%	1%	-2%	0.3%	20%	11%	0.7%	13%
14	COc1ccccc1CNC(=O)C1CCCN(S(C)(=O)=O)C1 (stereo not drawn)
→ -1.3	55	-5%	1%	-7%	0.1%	-1%	7%	0.3%	0.5%
15	CCCS(=O)(=O)c1c(S(=O)(=O)CCC)c2c(N)cccn2c1C(=O)c1ccc(F)cc1
→ 0.7	48	24%	3%	-6%	5.4%	6%	9%	-0.2%	3.5%
16	O=C(COC(=O)c1ccccn1)NCc1ccccc1Cl
→ 1.5	24	-3%	-4%	-2%	1.0%[50 µM]	-1%	7%	0.1%	1.0%
17	Cc1c(NC(=S)NC(=O)CCc2ccccc2)c(=O)n(-c2ccccc2)n1C
→ -0.5	26	-1%	0%	3%	-0.2%	9%	-13%	1.3%	-0.9%
18	COc1ccc(-c2cn3c(C)c(C(=O)N4CCc5ccccc5C4)sc3n2)cc1
→ 4.6	56	-2%	0%	-1%	0.6%	1%	3%	-1.1%	1.1%
19	CCOC(=O)C1=C(COC(=O)C(C)(C)Oc2ccc(Cl)cc2)NC(=O)NC1C (stereo not drawn)
→ -1.0	85	·	·	-3%	-0.3%[50 µM]	·	3%	·	1.8%
20	CC(C)c1ccc(CSc2ccc(S(=O)(=O)N3CCOCC3)cn2)cc1
→ 5.7	79	·	·	-2%	0.6%[50 µM]	·	4%	·	1.4%

# Source: PubChem BioAssay (several laboratories)
